# High-throughput results as filed in PubChem.
# FUS yeast rescue – suppressors of FUS proteinopathy in yeast. S. cerevisiae FUS-expressing, growth rescue, OD600, 24 h. 390,000 tested, 0.24% active. Potency, µM (titrated, usually from 76.6 µM), without a hit: top-dose growth rescue (activation), usual class: activators;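 note: potency is the fitted concentration of half-maximal effect; plate controls were DMSO vehicle for no effect and reference control for full effect; nearly all actives have a fitted effect of over 55% in size; some results filed as inactive show a strong effect at the top dose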
#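 Absorbance at 600 nm, taken 24hr after compound addition, measured rescue of FUS-yeast growth at 30C. Induction used 2% galactose with seeding at OD 0.005. Controls: CP55940 from 92uM final, DMSO only.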
# EPAC1 antagonist – blocks human EPAC1 exchange factor | AID 720709 | EPAC1 GEF assay, Rap1b-BODIPY-GDP exchange fluorescence | 360,000 tested, 0.14% active | Potency, µM (titrated, usually from 115 µM), for inactives: at the top dose activity change, negative = inhibition, hits mostly inhibitors;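 note: potency is the fitted concentration of half-maximal effect; plate controls were vehicle for no effect and positive control for full effect; nearly all actives have a fitted effect of over 50% in size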
# EPAC1 agonist – agonists of human EPAC1. O95398. EPAC1 agonist qHTS, biochemical assay; response scale: 100% = response to 6.5 mM cAMP. Potency, µM (top dose mostly 154 µM), for the others: top-dose activation, most hits filed as activators. 360,000 tested, 0.073% active. AID 720707; note: potency is the fitted concentration of half-maximal effect; nearly all actives have a fitted effect of over 60% in size
#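 Compounds were pinned as a concentration titration into mixtures of EPAC1 (100 nM), BODIPY-GDP-loaded Rap1B (250 nM) and GDP (50 uM). After 5 min at room temperature, fluorescence was followed for 30 min; activity was scaled to 6.5 mM cAMP.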
# WRN inhibitor – WRN helicase (human) inhibition; Q14191; WRN helicase unwinding, fluorescent forked duplex, kinetic; Potency, µM (doses to about 114 µM), for inactives: at the top dose activity change, negative = inhibition, most hits filed as inhibitors; 360,000 tested, 0.46% active; note: potency is the fitted concentration of half-maximal effect; % is set by controls: 0 for no effect and ±100 for the full control effect; nearly all actives have a fitted effect of over 55% in size
#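 WRN at 20 nM final was preincubated with compound for 15 min at room temperature; reaction started with 100 nM forked duplex oligonucleotide carrying fluorophore and quencher plus 2 mM ATP (final). Unwinding followed kinetically by red fluorescence (ex 525/em 598 nm).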
# Abeta rescue – compounds reversing amyloid beta toxicity in yeast; yeast expressing A-beta42, growth rescue, OD600, 48 h; response scale: 0% DMSO, 100% iron-clioquinol control; Potency, µM (doses to about 46.1 µM), for inactives: top-dose growth rescue, usual class: activators; 410,000 tested, 0.063% active; note: potency is the fitted concentration of half-maximal effect; nearly all actives have a fitted effect of over 55% in size
#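 Growth rescue measured by 600 nm absorbance after 48 h yeast culture at 30 C with compound. Values normalized between DMSO and an equimolar ferric chloride plus clioquinol control.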
# IL2 activator – IL-2 activation; 360,000 tested, 0.065% active; activation, % (series mostly up to about 46 µM); IL-2 activation reporter assay, cell-based qHTS; stimulated with anti-CD3/CD4/CD28 beads; in transgenic mouse T cells; in the data active = activation above about 50%; inconclusive = mostly about 30% to 49%; note: 0% is about no effect
#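 Quantitative HTS in unstimulated transgenic mouse T cells, with memory T cells as non-tolerant control and PMA/ionomycin as tolerance-bypass control. Compound pretreatment lasted 60 minutes before 18 h bead stimulation; EGFP/DsRed fluorescence read.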
# PLK1 PBD inh – blocks phosphopeptide binding to human PLK1 polo-box domain | AID 720504 | Potency, µM, without a hit: max response, negative = inhibition, actives largely listed as inhibitors | P53350 | Plk1 PBD binding of FITC phosphopeptide, fluorescence polarization | 360,000 tested, 2.8% active; note: potency is the fitted concentration of half-maximal effect; series mostly up to about 57 µM; % is set by controls: 0 for no effect and ±100 for the full control effect; nearly all actives have a fitted effect of over 65% in size
# Target sequence (P53350 whole entry, looked up, the tested form may be a part): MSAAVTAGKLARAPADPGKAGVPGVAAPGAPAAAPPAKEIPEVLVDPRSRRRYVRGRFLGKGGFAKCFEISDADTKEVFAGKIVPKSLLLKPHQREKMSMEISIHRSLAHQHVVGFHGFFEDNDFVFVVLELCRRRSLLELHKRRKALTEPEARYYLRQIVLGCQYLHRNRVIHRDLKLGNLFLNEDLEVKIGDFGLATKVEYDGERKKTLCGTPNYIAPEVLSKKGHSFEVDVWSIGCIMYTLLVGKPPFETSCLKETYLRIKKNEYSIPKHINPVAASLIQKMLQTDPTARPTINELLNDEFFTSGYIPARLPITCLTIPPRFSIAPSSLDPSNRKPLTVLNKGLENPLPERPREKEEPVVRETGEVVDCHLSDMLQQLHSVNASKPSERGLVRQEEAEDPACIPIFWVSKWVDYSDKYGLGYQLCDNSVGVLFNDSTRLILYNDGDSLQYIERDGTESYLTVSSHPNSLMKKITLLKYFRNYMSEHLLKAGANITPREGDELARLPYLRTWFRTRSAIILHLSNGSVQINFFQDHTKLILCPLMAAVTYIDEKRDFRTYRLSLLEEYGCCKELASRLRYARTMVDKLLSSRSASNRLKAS
# PI5P4K alpha inh – blocks human PI5P4K alpha kinase activity | PI5P4Kalpha enzyme, ADP-Glo luminescence, 60 min; active compounds read low | max response, % | 330,000 tested, 1.2% active | AID 652105; active = max response of -50% or lower; inconclusive = between -30% and -50%; inactive = -30% or higher; note: value at the top dose of about 77 µM; % is set by controls: 0 for no effect and ±100 for the full control effect
# Target sequence (P48426 whole entry, looked up): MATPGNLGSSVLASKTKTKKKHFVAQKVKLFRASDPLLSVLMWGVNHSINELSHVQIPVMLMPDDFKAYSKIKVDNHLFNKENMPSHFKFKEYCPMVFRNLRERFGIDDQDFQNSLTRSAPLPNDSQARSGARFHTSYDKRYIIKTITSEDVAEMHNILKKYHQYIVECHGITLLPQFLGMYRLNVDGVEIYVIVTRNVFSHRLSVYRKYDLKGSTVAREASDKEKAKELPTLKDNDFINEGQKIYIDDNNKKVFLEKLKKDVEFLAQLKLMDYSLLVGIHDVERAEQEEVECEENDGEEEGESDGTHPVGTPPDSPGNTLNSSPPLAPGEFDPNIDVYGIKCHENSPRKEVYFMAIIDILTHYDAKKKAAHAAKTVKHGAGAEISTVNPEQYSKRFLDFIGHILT
#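 Controls without substrate or without enzyme flank wells where PI5P4Kalpha converts substrate using 5 microM ATP (final). Incubation lasts 60 minutes at room temperature; ADP formed is read by ADP-Glo luminescence.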
# Active calls of the source: *; ? = inconclusive; nt = no result given; & = joins results of further samples; [ ] = dose if it differs, or a comment. Unless noted, calls come from the whole dose curve; as a rule, active = well fitted curve in the direction sought with a large enough effect; inconclusive = small, poorly fitted or top-dose-only effect, or another doubt; inactive = no such curve, though single readings can be large; an effect the other way counts as inactive or inconclusive.
Compound	EPAC1 antagonist	WRN inhibitor	EPAC1 agonist	FUS yeast rescue	PLK1 PBD inh	Abeta rescue	PI5P4K alpha inh	IL2 activator
CC(C)c1ccc(C(O)c2cnc(C(C)C)n2C)cc1 (stereo unspecified)	-8%	4%	1%	-16%	-13%	2%	3	-2.4
COc1ccc(NC(=O)CN(C)CC(=O)N(CC(C)C)c2c(N)n(CC(C)C)c(=O)[nH]c2=O)cc1	4%	-1%	-2%	-7%	-9%	15%	-2	1.4
CCC(=O)N1CCc2nc(-c3ccccc3)sc2C1	3%	-9%	-5%	1%	0%	-14%	0	-1.2
CCCN(C(=O)c1ccc(N2CCCC2=O)cc1)c1c(N)n(Cc2ccccc2)c(=O)[nH]c1=O	8%	14%	4%	17%	-4%	-3%	-6	-4.0
CCN(Cc1ccncc1)Cc1nc(CC2CC2)no1	10%	0%	4%	11%	2%	-7%	-9	-4.8
COc1ccc(C2/C=C\CN(C(=O)c3ccccc3)CC(=O)N2Cc2cccc(F)c2)cc1 (stereo unspecified)	-4%	-9%	8%	?	-12%	-9%	2	1.1
CCN(Cc1ccncc1)C(=O)c1ccc(C)c(S(=O)(=O)N2CCCCC2)c1	-4%	-19%	-5%	nt	2%	-1%	8	-1.7
CCOc1ccccc1NC(=O)Nc1ccc2c(c1)CCC2	-18%	-2%	14%	-16%	-10%	8%	4	-4.6
NC(=O)c1ccc(NC(=O)c2cncn2-c2ccccc2)cc1	9%	15%	6%	3%	24µM*	-22%	-1	-1.5
S=C(NCCc1c[nH]c2ccccc12)NC1CCCC1	4%	-3%	-1%	8%	-2%	0%	0	0.5
Cn1c(NCc2ccco2)nc2ccccc21	0%	-5%	9%	-3%	-3%	2%	nt	0.5
O=S(=O)(c1cnccc1N1CCN(/N=C/c2ccc(Br)cc2)CC1)N1CCCCC1	6%	1%	8%	-31%	-5%	-6%	-5	-0.1
COc1cc(SC)ccc1C(=O)OCC(=O)NC1CCCCC1	3%	-4%	12%	-3%	-17%	7%	-1	-2.3
Cc1cccc(OCCCn2c(CO)nc3ccccc32)c1	-2%	-2%	-4%	-1%	-7%	1%	-1	-2.6
COc1cccc(OC)c1C(=O)Nc1ccnn1C	8%	-1%	-8%	-31%	-7%	-11%	3	-0.1
COc1ccc(O)c(C(=O)c2cnn(C(=O)c3cc(C)oc3C)c2)c1	-4%	-26%	6%	-1%	-8%	-17%[9.22 µM]	-15	-3.9
CC(C)CC1CCCCC1OC(=O)C[N+]1(C)CCCCC1 (stereo unspecified)	3%	-6%	4%	3%	-10%	3%	2	0.3
Nn1c(Cc2cccc3ccccc23)nnc1SCCOc1ccc(F)cc1	4%	-4%	7%	nt	-1%	-8%	14	-5.0
Cc1cc(C)c(CN2CCN(C(=O)CC[C@H]3O[C@@H](n4cnc5c(NC(=O)c6ccccc6)ncnc54)[C@H](O)[C@@H]3O)CC2)c(C)c1	26%	0%	-2%	-1%	-1%	-11%	5	1.1
CCC1CCC(C(=O)NNC(=O)c2cc(-c3ccco3)[nH]n2)CC1 (stereo unspecified)	-5%	-4%	4%	9%	-16%	-8%	-8	-0.7
Cc1ccccc1CNC(=O)CC1C(=O)NCCN1CC1CCCCC1 (stereo unspecified)	12%	-4%	-5%	0%	-9%	17%	6	1.9
CC1CCCCN1C(=O)COC(=O)c1ccc2c(c1)C(=O)N(Cc1ccco1)C2=O (stereo unspecified)	2%	-6%	6%	nt	-5%	0%	2	-3.2
CCCCC1CCC(/C(N)=N/O)CC1 (stereo unspecified)	-1%	6%	-5%	-5%	1%	6%	10	0.7
CCCNS(=O)(=O)c1ccc(OCC(=O)N2CCN(c3ccccc3)CC2)cc1	-2%	-1%	1%	10%	-11%	7%	0	-0.8
CC1CCN(C(=O)c2ccc(NS(=O)(=O)c3ccc4[nH]c(=O)[nH]c4c3)cc2)CC1	-17%	0%	10%	18%	-6%	4%	2	2.1

# Arranged by value in PLK1 PBD inh (descending): some entries from above
SMILES	EPAC1 antagonist	WRN inhibitor	EPAC1 agonist	PLK1 PBD inh	PI5P4K alpha inh
Nn1c(Cc2cccc3ccccc23)nnc1SCCOc1ccc(F)cc1	4%	-4%	7%	-1%	14
CC1CCCCN1C(=O)COC(=O)c1ccc2c(c1)C(=O)N(Cc1ccco1)C2=O (stereo unspecified)	2%	-6%	6%	-5%	2
COc1ccc(NC(=O)CN(C)CC(=O)N(CC(C)C)c2c(N)n(CC(C)C)c(=O)[nH]c2=O)cc1	4%	-1%	-2%	-9%	-2

# The listing continues.
Compound	EPAC1 antagonist	WRN inhibitor	EPAC1 agonist	FUS yeast rescue	PLK1 PBD inh	Abeta rescue	PI5P4K alpha inh	IL2 activator
O=C(Nc1cc([N+](=O)[O-])ccc1F)c1cccs1	1%	-26%[57.1 µM]	4%	-4%	-10%	-28%	0	-1.8
FC(F)(F)c1cnc(Sc2ncn[nH]2)c(Cl)c1	11%	1%	5%	-5%	2%	-13%	2	0.0
Nc1c(C(=O)NCc2ccco2)nnn1Cc1ccccc1	-4%	-6%	9%	13%	4%	5%	nt	-1.3
CC(=O)Nc1cc(NC(C)=O)cc(C(=O)OCC(=O)Nc2ccc(S(=O)(=O)NC3=NCCCCC3)cc2)c1	-24%	-4%	-5%	27%	-5%	6%	-3	-4.1
COc1ccc(-c2cccc3c2NC(=O)C3=O)cc1OC	-2%	1%	6%	-11%	27µM*	3%	-2	-1.5
NC(=O)c1ccsc1NC(=O)COC(=O)CNC(=O)c1cccc([N+](=O)[O-])c1	16%	0%[11.6 µM]	-9%	?	-10%	6%	-24	1.1
COc1cc(NC(=O)c2ccccc2OCc2ccccc2)cc(OC)c1OC	-24%	-11%	10%	-4%	-6%	-3%	1	-1.2
CCCCCc1cc(=O)oc2c(C(CCN(CC)CC)c3ccc(N(C)C)cc3)c(OC)cc(OC)c12 (stereo unspecified)	-17%	-1%	-7%	13%	-9%	4%	0	-0.7
CC1(c2ccccc2)CC(C)(C)N2C(=O)C3(C(C#N)=C(N)Oc4cc(O)ccc43)c3cccc1c32 (stereo unspecified)	-17%	-17%	?	19%	-1%	-1%	nt	-1.1
CC(C)(CNC(=O)COc1ccccc1Cc1ccccc1)N1CCOCC1	4%	-1%	-13%	-23%	-5%	-14%	-3	-4.6
Cn1c(=O)n(C)c2cc(S(=O)(=O)Nc3ccccc3C(=O)O)ccc21	-19%	-5%	6%	9%&0%	-19%	16%&1%	-5	0.5
CCOC(=O)c1ccccc1NC(=O)COC(=O)CCNS(=O)(=O)c1ccc(C)c(C)c1	-13%	-8%	16%	26%	-8%	13%	14	-2.5
O=C(C[n+]1ccc(C(=O)NCc2ccccc2)cc1)c1ccc(F)cc1	-1%	-1%	11%	2%	-18%	-4%	1	-0.7
O=C(NCc1ccco1)c1ccc2c(c1)C(=O)N(C1CCCCC1)C2=O	-2%	-21%	5%	-9%	-5%	7%	1	0.5
Cc1cccc(C(=O)NCCCn2ccnc2)c1C	-18%	3%	9%	5%	-2%	3%	7	-0.9
O=C(Nc1ccncc1)C1c2ccccc2Oc2ccccc21	?	9%	0%	16%	-2%	5%	0	2.8
O=C(CNS(=O)(=O)c1ccc(Br)s1)NCc1ccc2c(c1)OCO2	7%	5%	4%	11%	-10%	-17%	nt	-1.5
Cc1ccc(C)c(Cn2c(=O)n(CCCC(=O)NCc3ccco3)c(=O)c3ccccc32)c1	-24%	3%	4%	2%	0%	-9%	1	-1.8
CCCC(=N)C1=C(O)CC(CC(C)SCC)CC1=O (stereo unspecified)	7%	-17%[57.1 µM]	-2%	-19%	3%	5%	-8	0.0
COCCNC(=O)C1CCCN(C(=O)c2oc3ccccc3c2C)CC1 (stereo unspecified)	8%	-3%	1%	-23%	-13%	-1%	-3	0.1
CCC1CN(C(=O)N2CCC(C(=O)NCCc3ccccc3OC)CC2)c2ccccc2O1 (stereo unspecified)	-10%	-7%	-10%	19%	-10%	5%	-2	-4.7
CCOc1ccc2nc(N(CCCN(C)C)C(=O)c3ccc(C(=O)c4ccccc4)cc3)sc2c1	?	-12%	-4%	38%	-11%	6%	-1	-5.4
CC1(C)CC(=O)C(C=NCCN2CCNC2=O)=C(O)C1	8%	13%	10%	5%	-8%	0%	3	2.9
CCNC(=O)c1c(NC(=O)c2cc(-c3cc(C)ccc3O)n[nH]2)sc2c1CCCC2	-8%	-4%	-2%	-2%	-6%	-4%	-7	-0.1
COc1ccccc1NC(=O)Cn1c(CCC(=O)O)ccc1-c1ccc(C)cc1	-20%	3%	-2%	?	-7%	-12%	0	0.1
CCN1C(=O)N[C@@H](c2cccs2)C(C(=O)OC)=C1C	-8%	6%	-9%	-28%	-15%	-3%	0	0.4
COc1cccc(SCc2noc(C(=O)NCCN(C)C)c2C(=O)NCCN(C)C)c1	6%	4%	-24%	-4%	-3%	-8%	2	-0.2
CC(=O)c1ccc(OCCCC(=O)Nc2ccc(S(=O)(=O)N3CCOCC3)cc2)cc1	3%	6%	2%	9%	-2%	11%	-2	-1.3
CCOC(=O)c1c(NC(=O)/C=C/C(=O)O)sc(C)c1-c1ccc(F)cc1	?	-10%	-5%	-4%	-14%	-27%	-22	-4.3
Cc1cccc(NC(=S)NNC(=O)c2sccc2C)c1	8%	3%	3%	38%	-30%	5%	nt	-2.1
Cc1ccccc1CN1C(=O)C(C)Sc2ccc(-c3ccco3)cc21 (stereo unspecified)	?	-20%	-16%	19%	-21%	-10%	-54*	2.0
CCC1Oc2ccc(C)cc2N(CC(=O)NCCCN2CCCCC2CC)C1=O (stereo unspecified)	12%	0%	-7%	13%	-4%	-5%	nt	-2.0
CCCCN(C(=O)CCSc1ccc(F)cc1)c1c(N)n(Cc2ccccc2)c(=O)[nH]c1=O	-5%	3%	-13%	7%	-28%	-7%	1	0.0
COc1ccc(CNS(=O)(=O)c2ccc3c(c2)NC(=O)CS3)cc1	10%	3%	4%	-3%	-14%	7%	-1	-1.5
O=C1COc2ccc(S(=O)(=O)N3CCN(c4ccccc4)CC3)cc2N1	0%	3%	0%	2%	2%	4%	-3	1.8
COc1ccc(C(=O)N/C(=C\c2cc(OC)c(OC)cc2[N+](=O)[O-])C(=O)NCC(=O)O)cc1	-4%	2%	5%	-1%	-12%	-5%	3	-2.3
CC1CCC/C(=C\Nc2ccc(O)cc2)C1=O (stereo unspecified)	?	-5%[11.6 µM]	10%	28%	-5%	3%	-12	0.1
